Screens (PubChem BioAssay)
SENP8 block-1 – human SENP8 protease inhibitors, primary screen, biochemical, fluorescence, Nedd8 protein substrate, uHTS; Sentrin-specific protease 8 (Homo sapiens), Q96LD8; recombinant SENP8; inhibition, % at 20 µM; 360,000 compounds, 0.64% hits; AID 602440, 2012; in the data active = inhibition mostly above about 40%, no sharp cut-off; inactive = mostly below about 27%
Target sequence (Q96LD8 whole entry, looked up): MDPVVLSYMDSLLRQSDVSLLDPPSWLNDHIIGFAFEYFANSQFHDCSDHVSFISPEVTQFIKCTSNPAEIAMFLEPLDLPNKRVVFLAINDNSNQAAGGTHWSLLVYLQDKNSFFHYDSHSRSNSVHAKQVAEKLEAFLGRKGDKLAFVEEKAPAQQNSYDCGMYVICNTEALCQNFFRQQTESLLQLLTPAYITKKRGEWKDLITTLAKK
HKDC1 inh – HKDC1 hexokinase inhibitors, primary screen, biochemical, fluorescence, uHTS. AID 493160, 2011. 340,000 compounds, 0.16% hits. inhibition, % at 20 µM. recombinant HKDC1, G6PDH/diaphorase resazurin coupled fluorescence. Q2TB90;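 active = inhibition above about 35% when tested at 20 µM, limit read from the data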;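 also: plate controls were DMSO wells with enzyme for no effect and DMSO wells lacking enzyme for full effect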
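Test system: HK5 enzyme. Quantity: 5 µg/mL HK5 final. Reagent: glucose and ATP substrates. Schedule: 90 min reaction incubation at room temperature, dark. Technique: resazurin-to-resorufin fluorescence via G6PDH and diaphorase coupling, 525/613 nm. Control set: DMSO wells with and without enzyme mix.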
beta cell repl – inducers of MIN6 beta-cell proliferation, primary screen, ATP luminescence, uHTS; AID 2380, 2010; 330,000 compounds, 0.29% hits; MIN6 cells proliferation, ATPlite luminescence, 48 h; cells starved in 0.2% serum; 100% = growth in 10% serum; proliferation, % at 10 µM;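 active = compounds whose signal lies at least 3.5 SD above the mean of all wells on their plate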;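 also: 0% = DMSO-treated cells in low-serum medium and 100% = 10% serum control; some compounds called inactive have numbers as strong as hits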
PfG6PD inh – PfG6PD enzyme inhibitors, primary screen, biochemical, fluorescence intensity, uHTS | 350,000 compounds, 0.78% hits | inhibition, % at 20 µM | AID 504690, 2011 | glucose-6-phosphate dehydrogenase-6-phosphogluconolactonase (Plasmodium falciparum 3D7) | PfGluPho enzyme, NADPH resazurin-diaphorase fluorescence;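 active = inhibition reaching at least a set limit at 20 µM in the primary screen, cut at about 59% in these data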;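 also: 0% = DMSO wells with substrate and 100% = DMSO wells lacking glucose-6-phosphate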
SENP6 block – SENP6 protease inhibitors, primary screen, biochemical, luminescence, uHTS; inhibition, % at 10 µM; AID 2599, 2010; Recombinant SENP6 catalytic domain, aminoluciferin luminescence; 330,000 compounds, 1.8% hits; Sentrin-specific protease 6 (Homo sapiens), Q9GZR1;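 active = inhibition above about 50% at the single tested dose, limit read from the data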;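 also: plate controls were DMSO wells with enzyme for no effect and DMSO wells lacking enzyme for full effect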
Target sequence (Q9GZR1 628-1112 limits assumed): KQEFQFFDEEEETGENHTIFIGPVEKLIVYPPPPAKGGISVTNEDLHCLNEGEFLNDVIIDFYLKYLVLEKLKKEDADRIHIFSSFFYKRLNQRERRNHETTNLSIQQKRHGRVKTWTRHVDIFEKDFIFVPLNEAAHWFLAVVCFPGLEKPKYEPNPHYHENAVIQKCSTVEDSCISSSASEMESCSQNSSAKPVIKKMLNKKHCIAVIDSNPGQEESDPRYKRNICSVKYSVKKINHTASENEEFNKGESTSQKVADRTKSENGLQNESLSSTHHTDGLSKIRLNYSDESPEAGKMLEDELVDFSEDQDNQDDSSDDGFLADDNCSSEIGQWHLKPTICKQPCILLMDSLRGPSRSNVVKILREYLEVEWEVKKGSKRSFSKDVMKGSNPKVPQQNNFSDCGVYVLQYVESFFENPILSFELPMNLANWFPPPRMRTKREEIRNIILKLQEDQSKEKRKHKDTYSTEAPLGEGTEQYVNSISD
SENP1 FRET inh – human SENP1 catalytic domain inhibitors, primary screen, biochemical, FRET, uHTS. 360,000 compounds, 0.21% hits. inhibition, % at 10 µM. recombinant SENP1 catalytic domain, CyPet-SUMO1-YPet FRET cleavage. Sentrin-specific protease 1 (Homo sapiens), Q9P0U3. AID 624204, 2012;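 active = inhibition at least 30% at 10 µM, raw YFP signal under a set limit, fluorescence ratio 0.5 to 1.5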;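 also: 0% = enzyme with DMSO and 100% = no enzyme wells; some results filed as inactive read as strong as hits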
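Test system: hSENP1 catalytic domain, recombinant; Amount: 20 pM final SENP1 enzyme; Medium: Tris pH 8 buffer plus EDTA, NaCl, BME, BSA, NP40, catalase; Schedule: 50 min enzyme reaction, room temperature, light-protected; Technique: FRET fluorescence in CFP and YFP emission channels; Controls: no-enzyme wells low, DMSO-plus-enzyme wells high control.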
UBC13 inh – UBC13 polyubiquitin chain formation inhibitors, primary screen, biochemical, TR-FRET, uHTS; Ubiquitin-conjugating enzyme E2 N (Homo sapiens), P61088; inhibition, % at 20 µM; 330,000 compounds, 0.47% hits; in the data active = inhibition above about 45%, passing the limit was not always enough
Target sequence (P61088 whole entry, looked up): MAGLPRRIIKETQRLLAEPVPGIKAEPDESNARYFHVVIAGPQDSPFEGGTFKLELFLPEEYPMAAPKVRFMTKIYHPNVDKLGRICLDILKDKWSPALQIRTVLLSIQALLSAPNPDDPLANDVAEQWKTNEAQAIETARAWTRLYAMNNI
SENP8 block-2 – SENP8 protease inhibitors, primary screen, biochemical, luminescence. inhibition, % at 10 µM. 330,000 compounds, 1.2% hits. AID 2540, 2010. purified SENP8, Z-RLRGG-aminoluciferin cleavage. Sentrin-specific protease 8 (Homo sapiens), Q96LD8; in the data active = inhibition above about 50%
SENP7 inh – SENP7 protease inhibitors, primary screen, biochemical, luminescence, uHTS | AID 434973, 2010 | 330,000 compounds, 1.5% hits | inhibition, % at 5 µM | recombinant SENP7, Z-RLRGG-aminoluciferin luminescence, 40 min;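 active = inhibition above about 50% at the single test dose, limit read from the data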;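 also: plate controls were DMSO with enzyme for no effect and no enzyme buffer wells for full effect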
The depositor's hits bear a star; . = no result given.

cpd	Structure	SENP8 block-1	HKDC1 inh	beta cell repl	PfG6PD inh	SENP6 block	SENP1 FRET inh	UBC13 inh	SENP8 block-2	SENP7 inh
1	S=C(c1ccc(Br)cc1)N1CCCC1	18	-6	0	-1	-6	2	3	6	7
2	CCn1c(-c2cc(Br)cc(OC)c2O)nc2cc(S(=O)(=O)N(C)C)ccc21	-1	-6	-3	-3	-8	2	1	-10	-5
3	COc1ccc(Cl)cc1S(=O)(=O)N(C)CC(=O)N1CCOCC1	10	-8	-2	-8	-7	0	1	-1	-1
4	COc1cccc(Cn2c(=O)ccc3ccccc32)c1	-13	-5	-5	-21	-4	0	1	-1	-3
5	Cn1ncc([N+](=O)[O-])c1C(=O)Nc1cccc(Cl)c1	12	-7	.	11	.	2	.	.	.
6	O=C(OCc1nnc(-c2ccccc2)o1)c1ccc(Br)o1	10	4	-6	-2	-4	4	0	-15	8
7	Cc1ccc(N=Nc2c(N)nn3c(N)c(C#N)c(C)nc23)cc1	28	9	-4	-16	-12	4	-76	-7	-3
8	CC(=O)c1cccc(NC(=O)NCc2ccco2)c1	-4	0	-3	3	-9	-7	2	-3	1
9	CN1CCN(CC(=O)Nc2nc(-c3c[nH]c4ccccc34)cs2)CC1	-14	1	-4	22	0	-14	26	4	10
10	Cc1sc2nc(SCC(=O)Nc3ccccc3F)[nH]c(=O)c2c1C	-1	-7	-1	-7	2	0	0	7	2
11	CC1=C(C#N)C(=O)NC(=O)/C1=C\c1ccc(-c2ccc(C)cc2[N+](=O)[O-])o1	-6	3	.	27	.	-10	.	.	.
12	CCOCCCNC(=O)c1ccc2c(=O)n(Cc3ccc4c(c3)OCO4)c(=S)[nH]c2c1	5	-6	-2	5	-14	-1	13	0	-1
13	O=C(Nc1ncccc1O)c1cccc(S(=O)(=O)NCc2ccccc2)c1	15	8	2	23	1	-3	-3	8	1
14	O=C(Nc1ccccn1)C1CCCN1S(=O)(=O)c1ccc(Cl)cc1 (stereo not drawn)	2	-8	-5	-3	-16	-1	-17	-2	4
15	CC(=O)Nc1ccc(-c2ccc(NC(C)=O)cc2)cc1	10	-6	1	0	-20	0	4	-9	0
16	CC(C)C(=O)NC(c1ccc([N+](=O)[O-])cc1)c1c(O)ccc2ccccc12 (stereo not drawn)	10	23	-6	34	-3	-1	-2	-2	12
17	Cc1ncc([N+](=O)[O-])n1CC(=O)NC1CCCCCC1	-269	5	-2	-8	-5	1	0	3	2
18	COc1cccc(C(=S)N2CCOCC2)c1OS(=O)(=O)c1ccc(Cl)cc1	4	5	3	24	-20	0	-6	-7	3
19	O=C(/C=C/c1ccc[nH]1)c1ccccc1	-115	-1	-2	-9	33	-24	-1	-3	4
20	COc1ccccc1CNC(=O)CSc1nc(-c2ccccc2)cn1N	15	4	-4	12	-11	-1	-3	-1	11
21	COc1ccccc1-c1noc(-c2cc(OC)c(OC)c(OC)c2)n1	0	-4	1	2	-2	2	5	1	9
22	CCCCN1C(=O)N(C)C2NC(=S)NC21 (stereo not drawn)	11	-5	0	-4	-8	-2	-7	1	5
23	COc1cc(-c2nnc(NC(=O)CS(=O)(=O)c3ccc(C)cc3)o2)cc(OC)c1OC	12	0	0	-8	1	-11	0	10	-1
24	CCOC(=O)C1=C(C)Nc2nc3ccccc3n2C1c1ccccc1 (stereo not drawn)	-59	-3	-4	3	-2	0	11	-1	4
25	CCC(Oc1ccccc1)C(=O)NCCOC (stereo not drawn)	15	-7	0	4	-2	0	-1	0	-2

Some of these compounds in order of the PfG6PD inh value, descending.
| item | compound | HKDC1 inh | PfG6PD inh | SENP6 block | SENP1 FRET inh | UBC13 inh | SENP7 inh |
| --- | --- | --- | --- | --- | --- | --- | --- |
| 20 | COc1ccccc1CNC(=O)CSc1nc(-c2ccccc2)cn1N | 4 | 12 | -11 | -1 | -3 | 11 |
| 2 | CCn1c(-c2cc(Br)cc(OC)c2O)nc2cc(S(=O)(=O)N(C)C)ccc21 | -6 | -3 | -8 | 2 | 1 | -5 |
| 10 | Cc1sc2nc(SCC(=O)Nc3ccccc3F)[nH]c(=O)c2c1C | -7 | -7 | 2 | 0 | 0 | 2 |

(further entries)
cpd	Structure	SENP8 block-1	HKDC1 inh	beta cell repl	PfG6PD inh	SENP6 block	SENP1 FRET inh	UBC13 inh	SENP8 block-2	SENP7 inh
26	CN1CCC(N(C)S(=O)(=O)c2ccc(NC(=O)COc3cccc(C(F)(F)F)c3)cc2)CC1	10	-4	-3	-3	2	-1	31	-10	3
27	O=C(CSc1nnc(NC(=O)C2CC2)s1)NCc1ccccc1Cl	-3	10	7	1	5	1	-4	0	-3
28	Cc1ccc(CNC(=O)C2CC(c3ccc(C(F)(F)F)cc3)=NO2)o1 (stereo not drawn)	12	-2	-3	-5	-12	0	3	2	3
29	c1ccc(-c2cn(CC3CCCCC3)nn2)cc1	12	-5	0	1	-4	0	3	1	6
30	Cc1ccc(C2CC(c3ccccc3OC(F)F)Nc3ncnn32)cc1 (stereo not drawn)	17	-4	5	-23	-15	0	6	-4	4
31	CCC(Oc1ccccc1)C(=O)N(Cc1ccccc1)c1ccccn1 (stereo not drawn)	10	8	0	-8	-2	0	-8	-5	-3
32	Cc1nc(CC(=O)O)c(-c2ccccc2)s1	10	-3	0	1	10	0	-2	-2	-13
33	CC(=O)N1CCc2cc(NC(=O)c3ccc(C)cc3)ccc21	10	2	-4	-9	-4	0	-2	-11	-5
34	Cc1cc(C(=O)N/N=C/c2cccs2)no1	7	0	0	-11	0	2	-17	-3	-1
35	COC(=O)c1ccc(CSc2ccc(S(=O)(=O)N3CCCCC3)cn2)cc1	5	0	-5	5	-8	-4	-2	8	-5
36	Cc1nc(SCC(=O)c2ccccc2)n[nH]1	6	-2	-3	51	-10	1	-9	-10	1
37	O=c1[nH]c(C2CCCN(S(=O)(=O)c3ccccc3)C2)nc2c1nnn2Cc1ccccc1Br (stereo not drawn)	11	0	9	-20	3	0	1	10	0
38	Cc1cccc(/C=C2\CS/C(=C\c3cccc(C)c3)C2=O)c1	23	8	-6	9	4	15	-29	-12	8
39	Cc1cccc(NCc2ccc(O)c3ncccc23)c1C	11	-20	-2	41	-7	1	32	2	-3
40	O=C(N/N=C\c1cn(-c2ccccc2)nc1-c1ccccc1)c1ccc2c(c1)OCO2	-75	-9	-2	7	-6	2	-10	-2	7
41	Cn1c(=O)c2c(nc(N3CCN(c4ccccn4)CC3)n2Cc2ccc(Cl)cc2Cl)n(C)c1=O	20	-9	-2	2	-2	3	-7	3	-5
42	Cc1n[nH]c(C)c1CCc1nc2c3ccccc3nc(SCC(N)=O)n2n1	23	-1	.	0	.	0	.	.	.
43	CC(=O)N(C1=C(Cl)C(=O)c2ccccc2C1=O)c1ccc(C(=O)O)cc1	-8	52*	-7	120*	81*	1	-62	62*	22
44	O=C(Cn1cc(C(=O)C2CCCCC2)c2ccccc21)NCC1CCCO1 (stereo not drawn)	9	3	-3	-3	-6	0	23	2	0
45	CCN(CC(=O)Nc1ccc2c(c1)OCCO2)S(=O)(=O)c1ccc(F)cc1	7	-5	0	-3	19	0	5	-2	-2
46	CCOCCCNCc1cc(Br)ccc1OCc1ccccc1	10	-2	-6	-1	-14	1	-3	-5	-6
47	Cc1ccc(NC(=S)N(Cc2cccs2)Cc2cc3cccc(C)c3[nH]c2=O)cc1	18	-14	0	6	-10	1	12	-5	-4
48	NC(=S)N/N=C/c1ccccc1OCc1cccc(Cl)c1	25	0	-6	54	-6	-1	-2	1	11
49	CC1CC(=O)C2=C(C1)Nc1ncnn1C2c1ccccc1 (stereo not drawn)	-8	3	-4	-16	-11	2	-12	-15	-10
50	Cc1cc(C(=O)Nc2c(F)cc(F)cc2Br)c(C)o1	12	-7	-3	12	0	-6	5	-3	4
51	O=C(c1cccc(F)c1)N1CCN(c2ccc([N+](=O)[O-])c3cccnc23)CC1	41*	11	0	18	14	-29	-46	-8	-2
52	O=C(Nc1ccc(NC(=O)c2cccnc2Cl)cc1)c1cccc(Cl)c1	10	-4	0	29	-6	0	8	6	-5

Of the compounds above, nine have a Cl atom.
cpd	Structure	SENP8 block-1	HKDC1 inh	beta cell repl	PfG6PD inh	SENP6 block	SENP1 FRET inh	UBC13 inh	SENP8 block-2	SENP7 inh
3	COc1ccc(Cl)cc1S(=O)(=O)N(C)CC(=O)N1CCOCC1	10	-8	-2	-8	-7	0	1	-1	-1
5	Cn1ncc([N+](=O)[O-])c1C(=O)Nc1cccc(Cl)c1	12	-7	.	11	.	2	.	.	.
14	O=C(Nc1ccccn1)C1CCCN1S(=O)(=O)c1ccc(Cl)cc1 (stereo not drawn)	2	-8	-5	-3	-16	-1	-17	-2	4
18	COc1cccc(C(=S)N2CCOCC2)c1OS(=O)(=O)c1ccc(Cl)cc1	4	5	3	24	-20	0	-6	-7	3
27	O=C(CSc1nnc(NC(=O)C2CC2)s1)NCc1ccccc1Cl	-3	10	7	1	5	1	-4	0	-3
41	Cn1c(=O)c2c(nc(N3CCN(c4ccccn4)CC3)n2Cc2ccc(Cl)cc2Cl)n(C)c1=O	20	-9	-2	2	-2	3	-7	3	-5
43	CC(=O)N(C1=C(Cl)C(=O)c2ccccc2C1=O)c1ccc(C(=O)O)cc1	-8	52*	-7	120*	81*	1	-62	62*	22
48	NC(=S)N/N=C/c1ccccc1OCc1cccc(Cl)c1	25	0	-6	54	-6	-1	-2	1	11
52	O=C(Nc1ccc(NC(=O)c2cccnc2Cl)cc1)c1cccc(Cl)c1	10	-4	0	29	-6	0	8	6	-5
